# Source: PubChem BioAssay (several laboratories)
# SR-BI DiI inh: inhibitors of mouse SR-BI mediated HDL lipid uptake | 0.96% of 320,000 active | ldlA[mSR-BI] CHO cells, DiI-HDL uptake fluorescence, 3 h | inhibition, % at 12.5 µM | Q61009;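 active means mean replicate inhibition of at least 70% and a set share of replicates each scoring 70 or more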;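 further: 0% = median of neutral control wells and 100% = median of positive control wells; values of inactives mirror those of a sister screen read the other way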
# Target sequence (Q61009 whole entry, looked up): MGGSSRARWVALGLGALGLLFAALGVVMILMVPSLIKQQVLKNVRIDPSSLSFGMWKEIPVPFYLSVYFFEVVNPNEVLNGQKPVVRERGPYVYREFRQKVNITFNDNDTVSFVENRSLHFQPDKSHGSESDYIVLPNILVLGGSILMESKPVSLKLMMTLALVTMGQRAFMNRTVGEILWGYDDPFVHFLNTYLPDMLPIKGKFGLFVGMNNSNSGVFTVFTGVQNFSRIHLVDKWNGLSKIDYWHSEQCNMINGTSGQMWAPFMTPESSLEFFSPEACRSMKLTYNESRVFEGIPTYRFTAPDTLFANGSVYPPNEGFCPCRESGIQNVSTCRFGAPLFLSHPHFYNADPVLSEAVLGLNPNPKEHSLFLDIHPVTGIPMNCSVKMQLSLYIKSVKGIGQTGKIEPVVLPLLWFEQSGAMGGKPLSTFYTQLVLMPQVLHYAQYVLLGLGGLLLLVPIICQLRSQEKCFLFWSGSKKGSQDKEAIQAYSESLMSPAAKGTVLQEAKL
# SR-BI uptake up: enhances SR-BI lipid uptake from DiI-HDL. CHO ldlA[mSR-BI] cells, DiI-HDL uptake fluorescence, 3 h; 100 = double the neutral-control signal. activation, % at 12.5 µM. 0.096% of 320,000 active. AID 504775;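 active means mean replicate activation of at least 60% and every replicate at or above 60%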;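 further: 0% = median plate neutral-control signal and 100% = twice that signal; values of inactives mirror those of a sister screen read the other way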
#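 System: LDL receptor-deficient CHO ldlA cells overexpressing murine SR-BI | Timing: 3 h uptake period with compound, 37 °C | Medium: HEPES-buffered (25 mM, pH 7.4) F12 plus 0.5% BSA | Dosing: Single-point compound dose | Signal: Bottom-read fluorescence, 550/595 nm | Read-out: Retained DiI signal reflecting DiI-HDL uptake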
# dFosB activator: enhances mouse delta FosB homodimer DNA binding; activation, % at 25 µM; 0.99% of 340,000 active; purified delta FosB, TAMRA-CDK5 oligo fluorescence polarization; percent of positive-control signal above neutral wells; P13346;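 active means mean activation above about 17%, with every replicate also reaching it, limit read from the data, passing the limit was not always enough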;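 further: fluorescence polarization rise as delta FosB binds a TAMRA Cdk5 AP-1 oligo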
# Target sequence (P13346 whole entry, looked up): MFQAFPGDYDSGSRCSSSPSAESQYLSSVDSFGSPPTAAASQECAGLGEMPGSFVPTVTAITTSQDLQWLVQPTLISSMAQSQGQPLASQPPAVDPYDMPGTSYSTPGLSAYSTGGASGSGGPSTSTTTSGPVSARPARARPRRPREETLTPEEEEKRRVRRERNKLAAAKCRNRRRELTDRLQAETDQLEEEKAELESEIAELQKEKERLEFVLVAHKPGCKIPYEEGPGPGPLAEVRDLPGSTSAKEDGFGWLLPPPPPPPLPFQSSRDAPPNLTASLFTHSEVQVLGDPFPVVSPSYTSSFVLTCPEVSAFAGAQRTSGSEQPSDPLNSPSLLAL
# DSG3 Ab inh: blocks pemphigus antibody binding to human desmoglein-3 | P32926 | AID 588358 | binding (percent of control), % at 10 µM | 0.48% of 310,000 active | DSG3-coupled beads, scFv-anti-DSG3-GFP binding, flow cytometry; stronger effect = lower value;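 active means binding more than 3 SD below its plate's average and above zero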;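 further: hits lower antibody fragment binding to DSG3; some compounds called inactive have numbers as strong as hits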
# Mot1-301 SUMO: inhibitors of SUMOylation pathway: yeast Mot1-301 growth rescue | growth rescue, % at 18.8 µM | S. cerevisiae Mot1-301 growth rescue, ATP luminescence, 38.5C; percent above DMSO median, 100 means doubled | 1% of 320,000 active | AID 2716;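 active means every valid replicate shows activation above 250% relative to neutral control wells; inactive means the rest, any valid replicate at or below 250%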;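 further: OY570 slx delta 5 strain wells were the positive control but not used for scaling; some compounds called inactive have numbers as strong as hits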
# Arrestin-AP2 inh: inhibitors of human beta-arrestin and AP2 interaction; FITC-arrestin peptide / GST-AP2 beads, flow cytometry; AP2 beta2 appendage carries R879A mutation; inhibition, % at 10 µM; 0.31% of 340,000 active;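 active means inhibition above a set limit, near 3 SD of compounds lacking own fluorescence, cut at about 54% in these data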;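 further: plate controls were DMSO wells for no effect and 5 µM unlabelled arrestin peptide for full effect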
#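 Assay system: GST-AP2 R879A bound to glutathione beads, E. coli-expressed; Medium: PBS with 0.05% Tween 20 and 0.1% BSA; Also added: fluorescein-tagged arrestin peptide at 50 nM final; Timing: 12 min plus 1 h, RT; Measured by: flow cytometry, FL1 (488/535 nm); Evaluation: percent drop in bead-associated FITC signal.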
# PKA-R2B activ: PKA-R2B complex activation. PKA-R2B holoenzyme dissociation, Cy5-IP20 fluorescence polarization; R2B truncated from residue 108, S112A mutant; 0% DMSO only, 100% 113 µM cGMP. activation, % at 11.4 µM. 0.079% of 340,000 active. AID 504700;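 active means activation above a cutoff set at the mean over all compounds plus 3 SD, cut at about 18% in these data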;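 further: higher means more holoenzyme dissociation and a rise in polarization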
# PKA-R1A act: activators of PKA-R1A complex. PKA-R1A dissociation, Cy5-IP20 fluorescence polarization; scaled: DMSO 0%, 113 µM cGMP 100%. activation, % at 11.4 µM. 0.083% of 340,000 active;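 active means percent activation above the mean of all tested compounds plus 3 SD, cut at about 19% in these data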;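 further: higher means more PKAc released from R1A so a rise in polarization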
# CDK5 p35 inh: inhibitors of human CDK5/p35 kinase; Q00535+Q15078; Recombinant CDK5/p35, ADP-Glo luminescence, 60 min; inhibition, % at 10 µM; 0.01% of 330,000 active; AID 488839;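 active means highest replicate inhibition of at least 50% and at least 75% of replicates reaching 50%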;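 further: plate controls were DMSO neutral control for no effect and GW8510 at 10 µM for full effect; many of its hits are not listed in these tables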
# NSD2 inh: blocks human histone methyltransferase NSD2. O96028. NSD2 peptide methylation, AlphaScreen, 120 min. inhibition, % at 12.5 µM. 0.54% of 310,000 active; in the data active means inhibition above about 50%
# MITF TRPM1 HTS: activators of MITF-driven TRPM1 promoter activity in SK-MEL-5 cells. activation, % at 12.5 µM. SK-MEL-5 TRPM1-promoter luciferase, 24 h; % of positive control, neutral wells = 0. 0.75% of 300,000 active. AID 588334;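 active means mean activation of at least 80% with every replicate also reaching 80%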;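 further: 0% = neutral control wells and 100% = parthenolide positive control wells; values of inactives mirror those of a sister screen read the other way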
# Numbers without * were called inactive; . = not tested or not shown.
SR-BI DiI inh	SR-BI uptake up	dFosB activator	DSG3 Ab inh	Mot1-301 SUMO	Arrestin-AP2 inh	PKA-R2B activ	PKA-R1A act	CDK5 p35 inh	NSD2 inh	molecule	MITF TRPM1 HTS
-10.6	10.6	6.7	98.3	178.4	-12.1	-2.9	-7.6	-0.3	14.2	Cc1ccccc1C(=O)N1CCC(C(=O)Nc2cccc(F)c2)CC1	-10.5
-12.5	12.5	7.7	101.8	1.5	-2.5	-4.5	3.5	0.6	0.2	CCOC(=O)c1cnc(SC2CC(=O)N(c3ccc(C)cc3)C2=O)nc1N (configuration not stated)	2.0
.	.	-14.1	97.3	-4.0	14.8	-14.4	-8.7	2.6	-1.2	COc1cc(C#N)ccc1OCC(=O)Nc1cccc(S(=O)(=O)N2CCCC2)c1	6.5
0.4	-0.4	5.6	103.2	3.3	2.7	1.5	-11.4	-0.4	-0.2	CCOC(=O)c1cc2cc(F)ccc2nc1C	6.6
4.0	-4.0	-9.5	103.6	5.3	23.9	9.1	5.1	5.7	0.0	COc1ccccc1N1CCN(CC(=O)Nc2ccc3c(c2)OCCO3)CC1	11.6
1.9	-1.9	-3.7	108.2	-13.8	5.9	-3.8	-7.5	0.4	-2.6	COc1ccc(-c2c3c(=O)n(C)c(=O)n(C)c3cn2-c2ccccc2)cc1	.
4.8	-4.8	-1.5	108.2	8.8	5.7	-1.6	1.4	1.3	-0.8	O=C(CSc1nncs1)Nc1ccc2[nH]c(=O)[nH]c2c1	-6.4
-18.2	18.2	-5.8	97.8	530.5	8.2	7.0	2.4	-0.6	-1.0	C(#Cc1ccccc1)CN1CCOCC1	2.2
7.3	-7.3	-2.9	99.9	-13.6	11.5	-7.8	-3.8	-2.0	-3.0	CCOC(=O)C1=C(CC)Nc2ccccc2N=C1NC(=O)c1oc2ccccc2c1C	-22.4
-4.5	4.5	5.0	98.6	-11.3	13.4	-7.2	-8.2	0.1	-0.9	COC(=O)c1cc2c(ccc3ccccc32)oc1=O	.
-31.2	31.2	2.2	89.7	2.7	7.0	-9.0	2.0	0.6	2.1	CCN(CC(=O)Nc1ccccc1C(=O)Nc1ccccc1)Cc1nc2ccccc2c(=O)[nH]1	-6.6
-23.3	23.3	9.8	.	94.6	20.3	-2.7	-13.3	0.3	23.7	COc1ccc(CN(C(=O)c2snc(C(N)=O)c2N)C(C(=O)NC2CCCC2)c2ccc(OC)cc2)cc1 (configuration not stated)	-1.3
4.3	-4.3	8.7	96.4	15.2	6.1	5.0	10.1	-1.8	-1.1	O=C(N/N=C/c1ccc(OC(=O)c2ccccc2Cl)cc1)c1ccccn1	96.5*
8.4	-8.4	-10.1	.	-15.2	11.8	1.4	-5.2	-1.7	2.0	COc1ccc(-c2nn(-c3ccccc3)cc2CNCc2cccnc2)c(F)c1	7.9
-14.2	14.2	-1.4	96.0	207.0	-16.7	-7.6	-4.8	-0.9	-0.9	O=c1c2ccccc2[nH]c(=S)n1CCCn1ccnc1	-2.8
23.0	-23.0	-5.5	101.2	5.2	9.1	-1.8	-9.1	1.5	0.1	CCOc1ccc(NC(=O)CN2CCc3ccccc3C2)cc1	-5.4
-9.4	9.4	-5.0	94.7	4.0	-5.6	4.9	4.1	-0.7	-0.3	CC(=O)NC(CC(=O)OCC(=O)Nc1ccc2c(c1)OCO2)c1ccccc1 (configuration not stated)	-7.7
.	.	-1.5	96.6	-2.6	5.7	-1.1	-3.3	-7.7	-4.3	Cc1cccc(C(=O)NCCNC(=O)c2cccnc2)c1	-5.2
-9.5	9.5	-3.1	90.7	-24.9	-9.1	-4.9	-8.0	0.2	-0.4	CCOC(=O)/C=C/C(=O)OCc1csc(CC(=O)Nc2ccccc2C)n1	-5.5
11.1	-11.1	-1.1	114.2	1.9	6.7	-6.7	1.9	-0.3	3.1	Cn1c(=O)c2c(nc(Oc3cccc(Br)c3)n2C)n(C)c1=O	.
.	.	-9.4	111.8	2.4	-10.6	-6.1	-1.9	0.0	-3.9	CCOC(=O)c1ccc(NC(=O)CSc2ccc(-c3ccncc3)nn2)cc1	6.3
44.0	-44.0	3.1	101.9	-12.3	-1.6	2.9	8.5	1.7	-2.2	COc1ccc2c(c1OC)C(=O)N1c3ccccc3C(=O)N(c3ccc(F)cc3)C21 (configuration not stated)	-7.5
-19.0	19.0	-14.4	95.2	2.2	16.1	-4.7	1.0	-1.5	-3.3	Cc1cc(F)ccc1S(=O)(=O)N1CCCOC1CNC(=O)C(=O)NCCC1=CCCCC1 (configuration not stated)	-7.3
-18.2	18.2	-1.8	103.1	2.5	6.4	0.4	1.5	0.4	0.7	COc1ccc(OC)c(NC(=O)CCN2CCN(CCO)CC2)c1	-5.5
6.4	-6.4	2.1	105.6	182.1	11.8	1.5	-3.6	1.1	-3.8	CCOc1ccccc1CN1CCNC(=O)C1CC(=O)NCCC1=CCCCC1 (configuration not stated)	7.4
7.8	-7.8	-2.9	98.3	-5.2	18.7	-9.6	-2.9	1.8	1.0	CCOC(=O)C1CCCN(C(=O)CCCOc2cc(=O)n(C)c3ccccc23)C1 (configuration not stated)	.
6.4	-6.4	-8.2	.	114.5	7.9	10.8	3.3	-2.0	1.8	CCSc1nnc(NC(=O)C(C)Sc2nc3ccccc3[nH]2)s1 (configuration not stated)	0.8
-9.9	9.9	65.7*	117.1	2.1	-0.9	4.0	6.3	-2.1	-2.3	O=C(CSc1nnc(NC(=O)c2ccco2)s1)Nc1ccc2c(c1)OCCO2	14.8
6.7	-6.7	-5.6	103.3	15.7	-4.2	0.6	2.3	0.3	-2.7	Cc1ccc(-n2ccn(CC(=O)NCCc3ccccc3)c(=O)c2=O)cc1C	48.4
26.3	-26.3	-3.3	100.4	8.3	-10.3	-6.7	0.6	-0.1	-6.0	COC(=O)c1cc(NC(=O)c2cccc(C(F)(F)F)c2)c(=O)oc1C	9.0
-12.8	12.8	-1.5	102.9	130.0	-1.4	-0.6	0.4	-3.5	-0.3	CCOc1ccc(N2CC(=O)SC2=S)cc1	2.7
-2.4	2.4	-1.8	104.3	-0.8	3.4	-8.8	-5.3	0.7	-2.0	CCOC(=O)N1CCN(c2ccc(S(=O)(=O)N(Cc3ccccc3)Cc3ccccc3)cn2)CC1	-18.7
15.1	-15.1	1.6	.	-15.6	6.0	-7.7	-20.8	2.4	4.7	COc1ccc([N+](=O)[O-])cc1-n1cccc1	-0.8
-33.3	33.3	1.6	96.7	0.1	32.5	-2.3	-7.7	-2.4	-3.0	Cc1ccc(-n2nnnc2Sc2nc([N+](=O)[O-])nn2C)cc1	-20.4
-14.2	14.2	-1.1	99.3	.	-10.4	2.2	-5.6	-2.0	-4.0	CCOC(=O)C1(C(=O)OCC)CCN(S(=O)(=O)c2ccccc2)CC1	-15.5
22.1	-22.1	-1.9	89.8	242.4	21.7	2.4	-14.4	0.9	.	Cc1cccn2c(=O)c3cc(C(=O)NCCC4=CCCCC4)n(C)c3nc12	12.9
.	.	11.9	108.2	-12.1	6.7	9.2	-1.9	-1.3	-5.2	C=CCN1C(=O)c2ccccc2NC1c1cc(Br)cs1 (configuration not stated)	.
-39.2	39.2	-1.8	94.1	-11.5	-20.3	-6.1	-18.8	-0.9	5.0	CN(C)c1nc(C#N)nc(N2CCOCC2)n1	1.7
-28.1	28.1	-0.8	87.8	.	9.6	1.6	-10.3	0.0	-2.2	CCC1(C2=CCCCC2)C(=O)NC(=O)N=C1N (configuration not stated)	-1.0
13.0	-13.0	-2.2	97.1	11.8	16.9	-1.6	-8.5	0.0	-0.1	O=C(COc1cccc(Cl)c1)Nc1ccc(N2CCOCC2)cc1	11.7
-4.5	4.5	-6.7	106.0	10.7	-19.3	-14.1	-14.8	-1.8	0.3	O=C(Cc1ccccc1)OCC(=O)c1cccc([N+](=O)[O-])c1	-2.0
10.5	-10.5	-2.6	87.5	.	-6.6	6.2	-3.0	-1.0	0.2	Cc1cc(NC(=O)c2ccccc2)c(Cl)cc1N	-22.0
-48.1	48.1	-11.3	123.0	-4.5	-1.4	-5.4	0.2	-1.3	-1.4	O=C(CSc1nnc(Nc2ccccc2)s1)NN1C(=O)NC2(CCCCC2)C1=O	-1.1
-5.1	5.1	-8.3	107.3	-9.7	1.1	-4.0	-3.5	0.9	-1.9	CC1CCC(C(C)C)C(OP(=O)(c2ccccc2)C(O)c2ccncc2)C1 (configuration not stated)	7.2
-9.1	9.1	-7.7	101.9	-10.0	-3.6	-8.5	-2.4	-0.1	-1.7	CC(C)Oc1ccc(S(=O)(=O)N2CCCCC2)cc1NC(=O)CN1C(=O)NC2(CCCC2)C1=O	4.5
-23.6	23.6	1.7	94.8	4.5	30.3	-8.2	-3.0	-1.0	-2.8	CCCCNC(=O)CSc1nc2c(sc(=S)n2-c2cc(Cl)ccc2OC)c(=O)[nH]1	-2.9
-38.1	38.1	4.5	82.2	28.0	25.4	-1.6	-7.5	1.4	4.0	CCc1cccc(OCCCCNCCCOC)c1	2.6
-33.9	33.9	-6.0	102.5	142.1	9.3	13.2	1.1	0.6	17.7	Cc1cc(S(=O)(=O)N2CCOCC2)ccc1OCC(=O)Nc1ccc(Br)cc1F	-0.2
-10.4	10.4	-9.8	110.0	16.1	-2.6	1.6	-12.5	-0.7	1.3	c1ccc(Cc2noc(CN3CCN(Cc4ccc5c(c4)OCO5)CC3)n2)cc1	-6.4
-2.9	2.9	-2.6	95.5	9.6	-15.6	3.9	-9.0	-3.3	-0.5	COc1ccc(CNC(=O)CCSc2ccc(F)cc2)cc1OC	-9.8
24.6	-24.6	-5.8	109.3	-7.1	-2.2	6.7	2.3	0.1	.	C=CCC[C@@H](Cc1ccc(F)cc1)C(=O)OC[C@H](Cc1c[nH]c2ccccc12)NC(=O)[C@@H](CC=C)CC(=O)N[C@@H](CO)Cc1ccccc1	-21.9
22.1	-22.2	-6.0	104.3	-3.9	44.3	7.2	-10.8	7.2	-0.7	O=C(NCCc1ccc(F)cc1)c1n[nH]c2ccccc12	66.0
